Assay outcomes: PubChem, National Center for Advancing Translational Sciences (NCATS)
D2 PAM: HTS Assay for Positive Allosteric Modulators of the Human D2 Dopamine Receptor: Primary Screen for Potentiators; D(2) dopamine receptor (Homo sapiens), P14416; potentiation, % at 10 µM; HEK293 T-REx D2, calcium flux, EC20 dopamine potentiation; actives 0.34% (n = 340,000);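 active = potentiation over 3 SD above the plate norm, cut at about 30% in these data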; note: 0% is about no effect
Target sequence (P14416 whole entry, looked up): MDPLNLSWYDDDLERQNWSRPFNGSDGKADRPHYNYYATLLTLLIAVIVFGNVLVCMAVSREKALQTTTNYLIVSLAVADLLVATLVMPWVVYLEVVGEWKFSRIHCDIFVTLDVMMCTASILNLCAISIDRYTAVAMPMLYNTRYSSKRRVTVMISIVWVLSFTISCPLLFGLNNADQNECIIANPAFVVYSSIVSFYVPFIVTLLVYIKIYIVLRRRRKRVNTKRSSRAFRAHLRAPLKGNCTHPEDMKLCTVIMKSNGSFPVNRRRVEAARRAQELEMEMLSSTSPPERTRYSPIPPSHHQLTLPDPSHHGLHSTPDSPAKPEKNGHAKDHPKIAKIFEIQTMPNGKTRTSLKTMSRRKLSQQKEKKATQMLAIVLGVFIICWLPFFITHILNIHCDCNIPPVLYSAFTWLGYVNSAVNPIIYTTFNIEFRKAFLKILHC
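Potentiation of an EC20 dopamine calcium response is measured in a force-coupled, tetracycline-inducible Hek293 Trex D2 line. Compound-only kinetic reads over 180 s flag agonists before dopamine addition.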
Vif-APOBEC3F blk: qHTS for Inhibitors of Vif-A3F Interactions: qHTS; actives 0.2% (n = 390,000); HeLa A3F-eYFP + Vif (tagged APOBEC3F with the HIV-1 protein that degrades it), YFP fluorescence increase; Potency, µM (top dose mostly 46.1 µM), without a hit: at the highest dose activity, negative = active; note: potency is the fitted concentration of half-maximal effect; % of control where 0% means no effect; nearly all actives have a fitted effect of over 65% in size
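HeLa cells stably expressing Vif plus C-terminally eYFP-tagged A3F were seeded, incubated overnight at 37 deg C, dosed with compound, incubated overnight again at 37 deg C. Yellow fluorescence (Ex 488/Em 500-530) reported blocked Vif-mediated A3F-eYFP degradation.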
D1 antag: Antagonist of Human D 1 Dopamine Receptor: qHTS; activity change, negative = inhibition, % at 10 µM; actives 3.2% (n = 360,000); D(1A) dopamine receptor (Homo sapiens), P21728; HEK293 TREx D1 cells, calcium flux, dopamine EC80; hits give low values; in the data active = activity change below about -30%; note: % is set by controls: 0 for no effect and ±100 for the full control effect
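Compound effects on dopamine-evoked calcium signalling were measured in tetracycline-induced HEK293 Trex D1 cells. Dopamine at EC80 followed a 180 s compound pre-read, and fluorescence was tracked kinetically for 180 s more.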
RXFP1 ag: qHTS Assay for Agonists of the Relaxin Receptor RXFP1. Relaxin receptor 1 (Homo sapiens), Q9HBX9. HEK293T-RXFP1 cAMP TR-FRET, 30 min; response scale: percent of porcine relaxin response, buffer zero. Potency, µM (doses to about 57.5 µM), for inactives: at the top dose activation, most hits filed as activators. actives 0.3% (n = 370,000); note: potency is the fitted concentration of half-maximal effect; % is set by controls: 0 for no effect and ±100 for the full control effect; nearly all actives have a fitted effect of over 60% in size; many of its hits are not listed in these tables
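HEK293T cells stably expressing RXFP1 were pretreated with the PDE4 inhibitor Ro 20174, exposed to compounds for 30 min at 37C, lysed, and cAMP was read by TR-FRET. Data normalized to buffer (basal) and 29 nM porcine relaxin (100%).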
D1 potentiator: Potentiators of Human D1 Dopamine Receptor: qHTS; AID 504651, 2011; HEK293 TREx D1 cells, calcium flux, dopamine EC20 potentiation; potentiation, % at 10 µM; actives 0.036% (n = 360,000); D(1A) dopamine receptor (Homo sapiens), P21728; in the data active = potentiation above about 30%; note: 0% is about no effect
D1 agonist: Allosteric Agonists of the Human D1 Dopamine Receptor: qHTS; activation, % at 2 µM; actives 1% (n = 360,000); AID 504660, 2011; HEK293 T-REx D1 cells, calcium flux, agonist mode; in the data active = activation above about 30%; note: 0% is about no effect
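Inducible HEK293 T-REx D1 cells, force-coupled to calcium signalling, were plated at 4000 cells/well with tetracycline and held overnight at 30 C. After no-wash calcium dye loading, compound-evoked calcium rise over 180 s flagged agonists.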
Glioma ERSR ind: qHTS for Inducers of the Endoplasmic Reticulum Stress Response (ERSR) in Human Glioma: qHTS. U87-MG GRP78 promoter luciferase reporter, 16 h. Potency, µM, inactives show at the highest dose activation, actives largely listed as activators. actives 0.02% (n = 420,000). AID 602332, 2012; note: potency is the fitted concentration of half-maximal effect; series mostly up to about 76 µM; % of control where 0% means no effect; nearly all actives have a fitted effect of over 35% in size
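Stably transfected U87-MG glioma cells carrying a GRP78-based luciferase sensor; 16 h compound incubation. Luminescence end-point read 10 min after Bright-Glo addition at room temperature.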
Vif-A3G inh: qHTS for Inhibitors of Vif-A3G Interactions: qHTS; DNA dC->dU-editing enzyme APOBEC-3G (Homo sapiens), Q9HC16; HeLa A3G-eYFP + Vif (tagged APOBEC3G with the HIV-1 protein that degrades it), YFP fluorescence, overnight; Potency, µM (top dose mostly 46.1 µM), for inactives: top-dose activity, negative = active, actives largely listed as inhibitors; actives 0.076% (n = 410,000);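 note: potency is the fitted concentration of half-maximal effect; % is set by controls: 0 for no effect and ±100 for the full control effect; nearly all actives have a fitted effect of over 60% in size; hits raise eYFP signal because A3G escapes Vif-driven loss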
Target sequence (Q9HC16 whole entry, looked up): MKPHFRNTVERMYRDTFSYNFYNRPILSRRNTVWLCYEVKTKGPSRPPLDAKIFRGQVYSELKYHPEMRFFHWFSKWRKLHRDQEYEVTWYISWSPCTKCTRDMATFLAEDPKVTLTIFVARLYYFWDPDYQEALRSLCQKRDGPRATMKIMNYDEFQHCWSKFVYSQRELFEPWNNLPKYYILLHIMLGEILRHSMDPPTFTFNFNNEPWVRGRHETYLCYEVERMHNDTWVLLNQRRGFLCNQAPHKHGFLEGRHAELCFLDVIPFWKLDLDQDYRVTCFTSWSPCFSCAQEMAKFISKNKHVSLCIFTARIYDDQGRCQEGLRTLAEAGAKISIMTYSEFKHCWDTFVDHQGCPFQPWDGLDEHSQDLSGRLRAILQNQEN
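Read-out is eYFP fluorescence (Ex 488/Em 500-530) from Vif-expressing HeLa A3G-eYFP cells; more signal means A3G escaped Vif-mediated degradation. Cells plated overnight, compound pinned in, incubated overnight at 37 deg C.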
LDHA inh: qHTS assay for inhibitors of human lactate dehydrogenase; activity change, % (values are at about 110 or 230 µM); L-lactate dehydrogenase A chain (Homo sapiens), P00338; AID 1347041, 2019; actives 0.15% (n = 480,000); purified LDHA, NADH/diaphorase-resazurin fluorescence; hits give low values; in the data active = activity change below about -30%; inconclusive = mostly about -25% to -30%;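 note: plate controls were DMSO wells for no effect and wells without enzyme for full effect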
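Human LDH5 (2 nM) was incubated with 0.06 mM NADH and 0.2 mM pyruvate for 5 min at room temperature in Tris pH 7.4. Remaining NADH was coupled through diaphorase/resazurin, and resorufin fluorescence was read at 0 and 20 min.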
* = called active by the depositor; ? = inconclusive; nt = not tested or not shown. Unless noted, calls come from the whole dose curve; as a rule, active = well fitted curve in the direction sought with a large enough effect; inconclusive = small, poorly fitted or top-dose-only effect, or another doubt; inactive = no such curve, though single readings can be large; an effect the other way counts as inactive or inconclusive. Not all compounds are listed. The share of hits here may be higher or lower than overall.

SMILES | D2 PAM | Vif-APOBEC3F blk | D1 antag | RXFP1 ag | D1 potentiator | D1 agonist | Glioma ERSR ind | Vif-A3G inh | LDHA inh
CCCn1c(CN2CCN(C(=O)c3ccco3)CC2)nc2c1c(=O)n(C)c(=O)n2C | -4 | -3% | 7 | 18% | -8 | -3 | -4% | 3% | -2
COc1cc(OC)cc(OCC(O)Cn2ccnc2)c1 (configuration not stated) | nt | 1% | 5 | 1.1% | -5 | 1 | -2% | 0% | -3
COc1ccc(NC(=O)CN(C)C(=O)CCCc2nc3ccccc3c(=O)[nH]2)cc1 | 15 | 5% | 12 | 0.4% | -9 | 2 | -4% | 2% | -3
CC(C)(C)OC(=O)N1CCCN(C(=O)c2ccc(Cl)cc2)CC1 | 4 | -1% | 3 | 0.3% | -6 | 1 | -3% | 8% | 2
C=CC[C@H](CC(=O)N(CCO)Cc1ccccc1)C(=O)N[C@H](COC(=O)[C@@H](CC=C)CC(=O)OC(C)(C)C)Cc1ccccc1 | nt | 1% | nt | nt | nt | nt | -1% | -10% | 6
O=C(c1ccc(S(=O)(=O)Nc2ccc(F)cc2)cc1)N1CCN(C(=O)c2ccco2)CC1 | 7 | -11% | nt | -1.8% | -2 | 5 | -3% | 5% | -2
COCCSc1ccccc1C(=O)Nc1cc(C)ccn1 | -7 | -11% | -5 | 1.5% | 0 | 5 | -5% | 3% | -6
Oc1ccccc1-c1cc(-c2ccccc2Cl)[nH]n1 | -9 | 3% | -19 | 3.8% | -8 | 1 | -5% | ? | -5
CCOC(=O)c1ccccc1N1C(=O)C2Sc3[nH]c(=O)sc3C(/C=C/c3ccccc3)C2C1=O (configuration not stated) | -2 | -12% | -17 | 2.7% | -8 | 5 | -3% | -8% | 6
COCCN(CCOC)S(=O)(=O)c1ccc(C(=O)NC2CCN(Cc3ccccc3)CC2)cc1 | -3 | -1% | 28 | 1.6% | 7 | 0 | 0% | 0% | -1
O=C(NCCc1ccccc1)C1COc2ccccc2O1 (configuration not stated) | -4 | 0% | -5 | -0.1% | 1 | 1 | 2% | -6% | 2
CNC(=O)COc1ccc(Nc2nnc(-c3ccc(C)c(S(=O)(=O)NC(C)(C)C)c3)c3ccccc23)cc1 | -17 | -8% | -31* | 1.2% | -2 | -2 | 6% | -2% | 0
Cc1ccc(Cn2c(SCCN3CCOCC3)nc3c2c(=O)n(C)c(=O)n3C)cc1 | -5 | -8% | -2 | 2.2% | 0 | 0 | -2% | 1% | -5
Cn1ncc(C#N)c1NC(=O)C1CC(c2ccc(Cl)c(Cl)c2)=NO1 (configuration not stated) | 12 | -4% | -25 | -0.1% | -3 | 14 | -7% | -1% | 1
CCN(c1ccccc1)S(=O)(=O)c1ccc(N2CCN(c3ccc(O)cc3)CC2)nc1 | nt | 11% | nt | nt | nt | nt | -1% | -3% | 16
O=C(COC(=O)c1cccc(Br)c1)Nc1cccc2c1C(=O)c1ccccc1C2=O | 8 | ? | -1 | ? | -6 | 2 | 7% | -8% | -2
CC(C)(C)OC(=O)N1CCC(C(=O)Nc2ccc(C(=O)N3CCOCC3)cc2)CC1 | nt | 2% | nt | nt | nt | nt | -5% | 0% | -9
COc1ccc(NC(=O)CC2C(=O)N(c3cccc(OC)c3)C(=O)N2CCC(C)C)cc1 (configuration not stated) | 16 | -5% | 3 | -0.1% | -1 | 3 | -3% | -5% | 10
CCOc1ccc(NC(=O)C2CC=CCC2C(=O)O)cc1 (configuration not stated) | -8 | -11% | -8 | -1.2% | 2 | 0 | -2% | 5% | 2
CCOC(=O)C1=C(C)NC(=O)NC1c1ccc(Br)o1 (configuration not stated) | 13 | 13% | 21 | -1.4% | -2 | 4 | -2% | -1% | -2
O=Cc1ccc(C(=O)OCC(=O)NCc2ccco2)cc1 | nt | 1% | nt | nt | nt | nt | -3% | -1% | -12
COc1ccc(-c2nc3sc(CCNC(=O)Cc4ccc(F)cc4)c(C)n3n2)cc1 | 2 | -12% | nt | 2.0% | 3 | -5 | 5% | -8% | -7
Cc1nn(C)c(C)c1S(=O)(=O)N1CCC(C(=O)NC2CCCCC2)CC1 | -4 | 4% | -2 | 1.8% | -5 | 1 | -4% | -3% | -6
Cc1ccc2[nH]c3c(c2c1)CN(C(=O)CN1CCN(c2ccccc2F)CC1)CC3 | 4 | nt | 6 | 1.2% | -5 | 1 | nt | nt | nt
N#Cc1sc2nccc(Nc3ccccc3)c2c1N | nt | 2% | nt | nt | nt | nt | -3% | 1% | -5

Remaining list, next part.
SMILES | D2 PAM | Vif-APOBEC3F blk | D1 antag | RXFP1 ag | D1 potentiator | D1 agonist | Glioma ERSR ind | Vif-A3G inh | LDHA inh
CS(=O)(=O)C1=NSC2=NC(=O)/C(=C\c3ccc(OC(=O)c4ccco4)cc3)C(=N)N21 | 6 | nt | -31* | 0.1% | -8 | 0 | nt | nt | nt
O=C(Nc1ccc2c(c1)OCO2)c1c[nH]c(=O)n(-c2ccc(F)cc2)c1=O | -7 | 2% | 6 | -0.3% | 1 | 2 | 7% | -6% | 19
COc1cc(/C=N\NC(=O)c2sc(N)nc2C)cc(OC)c1OC | 2 | -1% | 0 | 5.7% | 2 | 4 | 3% | -4% | -4
CCCCn1c(N)c(N(CC(C)C)C(=O)c2ccc(-c3ccc([N+](=O)[O-])cc3)o2)c(=O)[nH]c1=O | -7 | 0% | 1 | -0.1% | -5 | 0 | 17% | -8% | -5
O=C(CNC(=O)c1cccc(S(=O)(=O)N2CCc3ccccc32)c1)Nc1ccc(F)c(F)c1F | 6 | 10% | -9 | -0.9% | -6 | 6 | -3% | 2% | 1
Cc1ccc(S(=O)(=O)/N=C(\Nc2cccc(C)c2)Nc2nc(C)cc(C)n2)cc1 | 10 | -5% | 17 | 3.0% | 3 | 2 | -6% | 1% | -7
CCOc1ccc(CCNC(=O)CCc2c(C)nc3c(c(C)nn3-c3ccc(C)c(C)c3)c2C)cc1 | 19 | 0% | 4 | 0.4% | -3 | 1 | -2% | 0% | 2
Cc1nc([N+](=O)[O-])c(N2CCOCC2)n1Cc1ccccc1 | 13 | -1% | 2 | -1.7% | -1 | 5 | -3% | 1% | -5
O=C(CCS(=O)(=O)c1cc(Br)cc2c1N(C(=O)C1CC1)CC2)N1CCN(c2ccccn2)CC1 | 5 | -6% | -18 | 0.1% | 4 | 2 | 0% | 3% | 0
Cc1cc(N2C(=O)C3C4CCC(C4)C3C2=O)no1 (configuration not stated) | 8 | -1% | 2 | 1.5% | 5 | 2 | 1% | 1% | -4
CCOCCCN1C(=O)C2C(C(=O)Nc3ccc(OCC)cc3)C3C=CC2(O3)C1C(=O)NC1CCCCC1 (configuration not stated) | -8 | 5% | 9 | -3.4% | 7 | 0 | 2% | -4% | -5
CCN(CC)S(=O)(=O)c1ccc(N2CCCC2)c(NC(=O)CC(C)(C)C)c1 | -4 | 10% | 27 | -2.3% | -4 | 0 | -5% | -4% | -6
Cc1cccn2c(CNCC3(c4ccccc4)CCCC3)c(C(=O)N3CCOCC3)nc12 | -1 | 0% | 4 | -0.2% | -3 | 2 | -4% | -3% | -14
Cn1c(O)c(N=NC(=O)CNC(=O)/C=C/c2ccccc2)c2ccccc21 | 5 | -4% | 6 | -0.4% | -8 | 0 | -2% | 0% | -5
C=CCc1c(C)nc(SCc2nc3ccccc3c(=O)[nH]2)[nH]c1=O | -7 | nt | -7 | 1.5% | -1 | 4 | 0% | 0% | -7
NC(=O)C1(NC2CCCCC2)CCN(Cc2ccccc2)CC1 | nt | 5% | nt | nt | nt | nt | -6% | -1% | -10
CCCNC1CCS(=O)(=O)C1 (configuration not stated) | 12 | nt | 6 | 0.4% | 0 | 2 | -3% | -6% | -7
O=S(=O)(Nc1ccc(Nc2ccccc2)cc1)c1ccc(F)cc1 | nt | 4% | nt | nt | nt | nt | 0% | -3% | 4
CCN(CC)CCNC(=O)c1ccc2c(=O)n(CCc3ccccc3)c(=O)[nH]c2c1 | 3 | -2% | 1 | 1.1% | -7 | 4 | 0% | 1% | -18
CC(C)C[C@H](NC(=O)NCCc1ccc(Cl)cc1)C(=O)O | -6 | 1% | 7 | 0.2% | 1 | 0 | 1% | -1% | -6
CC(C(=O)NC1CCCc2ccccc21)N1C(=O)C2CCCCC2C1=O (configuration not stated) | 0 | 1% | -12 | 0.0% | -4 | 1 | -5% | -4% | -1
COc1ccc(NC(=O)c2ccccc2SC)cc1OC | 14 | 9% | -1 | 0.1% | -2 | 8 | -1% | 1% | 1
Cc1cc(=O)oc2cc(OCC(=O)N3CCN(C(=O)c4ccco4)CC3)ccc12 | -7 | 0% | 12 | 1.0% | 2 | -2 | -4% | 1% | -4
COc1ccc(-n2c(Cc3cccn3C)nnc2SCC(=O)Nc2cccc(C)c2C)cc1 | 20 | 2% | 1 | 0.1% | 4 | 0 | -6% | 0% | -6
Cc1ccc(C2C(C#N)=C(N)Oc3c2c(=O)n(C)c(=O)n3C)cc1 (configuration not stated) | 4 | 4% | 13 | 0.6% | 0 | 3 | -4% | 0% | -3

Part of the list above, limited to Vif-APOBEC3F blk, D1 potentiator and D1 antag.
SMILES,Vif-APOBEC3F blk,D1 potentiator,D1 antag
CCN(c1ccccc1)S(=O)(=O)c1ccc(N2CCN(c3ccc(O)cc3)CC2)nc1,11%,nt,nt
CCOC(=O)C1=C(C)NC(=O)NC1c1ccc(Br)o1 (configuration not stated),13%,-2,21
